ATXN2 expr inh: inhibitors of ATXN2 expression. HEK-293 ATXN2-luciferase reporter, luminescence, 24 h. Potency, µM (series often up to 57 µM), for the others: top-dose activity change, negative = inhibition, actives largely listed as inhibitors. 0.72% of 360,000 active. AID 1745845; also: potency is read from the fitted curve at half-maximal effect; % is scaled to controls: 0 for no effect and ±100 for the full control effect; nearly all actives have a fitted effect of over 55% in size
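ATXN2-luciferase reporter cells (luciferase flanked by upstream and downstream ATXN2 gene portions) were treated 24 h at 37 °C with compounds at up to 57 uM. SteadyGlo luminescence gave expression; GF-AFC fluorescence gave viability.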
WRN inhibitor: inhibitors of human WRN helicase; Q14191; WRN helicase unwinding, fluorescent forked duplex, kinetic; Potency, µM (highest dose often 114 µM), without a hit: at the highest dose activity change, negative = inhibition, actives largely listed as inhibitors; 0.46% of 360,000 active; AID 651768; also: potency is read from the fitted curve at half-maximal effect; % is scaled to controls: 0 for no effect and ±100 for the full control effect; nearly all actives have a fitted effect of over 55% in size
Target sequence (Q14191 whole entry, looked up): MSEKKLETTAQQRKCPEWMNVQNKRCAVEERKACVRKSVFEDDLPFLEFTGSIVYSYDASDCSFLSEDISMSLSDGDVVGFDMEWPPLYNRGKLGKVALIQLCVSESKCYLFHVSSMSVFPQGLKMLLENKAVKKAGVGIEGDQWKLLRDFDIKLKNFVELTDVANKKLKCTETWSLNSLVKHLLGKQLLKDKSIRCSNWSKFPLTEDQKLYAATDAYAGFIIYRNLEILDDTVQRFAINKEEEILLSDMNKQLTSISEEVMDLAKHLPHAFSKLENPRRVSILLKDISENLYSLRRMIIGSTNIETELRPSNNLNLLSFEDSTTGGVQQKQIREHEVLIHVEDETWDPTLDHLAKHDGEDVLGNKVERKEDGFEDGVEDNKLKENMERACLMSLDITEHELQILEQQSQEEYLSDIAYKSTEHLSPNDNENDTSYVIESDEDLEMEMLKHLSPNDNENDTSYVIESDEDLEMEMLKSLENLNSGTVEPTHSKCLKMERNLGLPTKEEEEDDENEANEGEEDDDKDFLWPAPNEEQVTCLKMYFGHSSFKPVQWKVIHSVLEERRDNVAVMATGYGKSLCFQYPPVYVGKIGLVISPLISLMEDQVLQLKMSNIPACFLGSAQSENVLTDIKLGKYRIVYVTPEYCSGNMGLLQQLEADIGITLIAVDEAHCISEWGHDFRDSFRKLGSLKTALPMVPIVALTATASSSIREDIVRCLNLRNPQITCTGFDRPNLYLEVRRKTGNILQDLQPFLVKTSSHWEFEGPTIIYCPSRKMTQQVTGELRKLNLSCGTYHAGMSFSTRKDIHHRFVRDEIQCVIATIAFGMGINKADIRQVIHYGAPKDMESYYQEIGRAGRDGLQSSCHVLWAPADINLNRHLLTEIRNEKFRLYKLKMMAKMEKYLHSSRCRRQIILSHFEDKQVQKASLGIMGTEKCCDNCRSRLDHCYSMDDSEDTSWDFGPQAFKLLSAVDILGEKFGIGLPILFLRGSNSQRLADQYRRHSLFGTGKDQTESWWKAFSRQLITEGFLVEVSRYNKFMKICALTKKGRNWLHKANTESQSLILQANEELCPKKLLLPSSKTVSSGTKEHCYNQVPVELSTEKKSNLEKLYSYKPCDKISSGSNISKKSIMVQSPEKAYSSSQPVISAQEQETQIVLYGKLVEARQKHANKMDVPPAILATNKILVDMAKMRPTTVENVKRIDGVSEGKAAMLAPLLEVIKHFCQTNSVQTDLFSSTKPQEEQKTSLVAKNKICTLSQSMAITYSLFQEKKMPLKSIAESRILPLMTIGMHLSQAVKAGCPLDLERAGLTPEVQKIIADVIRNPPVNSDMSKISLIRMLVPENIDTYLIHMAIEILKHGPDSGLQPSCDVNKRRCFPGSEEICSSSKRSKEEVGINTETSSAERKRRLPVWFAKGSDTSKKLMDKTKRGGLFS
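Enzyme (20 nM final) and test compound sit together 15 min at room temperature before substrate addition. Substrate is a single-forked duplex oligonucleotide (100 nM) labelled with fluorophore and quencher, with 2 mM ATP; helicase unwinding raises red fluorescence, read kinetically.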
HT1080 IDH1KD tx: HT-1080 IDH1 knockdown cell toxicity (counter line) | HT-1080 IDH1 knockdown viability, ATP luminescence, 48 h | Potency, µM (doses to about 46.1 µM), for the others: top-dose activity, negative = toxicity, actives largely listed as cytotoxic | 2% of 360,000 active;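 also: potency is read from the fitted curve at half-maximal effect; 0% = DMSO wells and -100% = cell-free medium wells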
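HT-1080-IDH1KD cells (IDH1 knocked down), 750/well in RPMI with 5% FBS, treated with compound 48 h at 37 degrees C. Viability by CellTiter-Glo luminescence, normalised to DMSO and no-cell wells; concentration-response curves classed.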
KB-V1 MDR tox: KB-V1 MDR subline cytotoxicity | 3.4% of 400,000 active | Potency, µM (top dose mostly 46.1 µM), for inactives: at the highest dose activity change, negative = cytotoxicity, hits mostly cytotoxic | KB-V1 MDR cells viability, CellTiter-Glo, 72 h; also: potency is read from the fitted curve at half-maximal effect; % is scaled to controls: 0 for no effect and ±100 for the full control effect; nearly all actives have a fitted effect of over 60% in size
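In this primary screen, KB-V1 cells overexpressing P-gp are incubated with library compounds (lowest to highest concentration) for 72 h at 37 degrees C before a luminescent ATP viability read.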
KB-3-1 tox: kills parental KB-3-1 adenocarcinoma cells | KB-3-1 viability, CellTiter-Glo ATP luminescence, 72 h | Potency, µM (doses to about 46.1 µM), for the others: at the highest dose activity change, negative = cytotoxic, most hits filed as cytotoxic | 1.4% of 400,000 active; also: potency is read from the fitted curve at half-maximal effect; % is scaled to controls: 0 for no effect and ±100 for the full control effect; nearly all actives have a fitted effect of over 60% in size
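Cells are dispensed, compounds pinned in, plates held at 37 °C for 72 h, then CellTiter-Glo is added and luminescence read after 10 minutes. Cell line: parental KB-3-1 in phenol-red-free DMEM, 10% FBS.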
SW480 rerep: inducers of DNA re-replication in SW480 colon cancer cells | 1.8% of 340,000 active | SW480 DNA re-replication, Hoechst DNA content imaging, 48 h | Potency, µM (doses to about 46.1 µM), for the others: at the highest dose re-replication activation, actives largely listed as activators; also: potency is read from the fitted curve at half-maximal effect; % of control where 0% means no effect; nearly all actives have a fitted effect of over 55% in size
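250 cells/well; 23 nL cpd via pin tool; 48 hr, 37 C, 5% CO2; Hoechst 40 min; imager read of total nuclear intensity, ex 405/em 500-530 nm.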
HT1080NT lethal: kills 2HG-producing HT-1080-NT fibrosarcoma cells. HT-1080-NT fibrosarcoma viability, CellTiter-Glo ATP luminescence, 48 h. Potency, µM (doses to about 46.1 µM), inactives show at the highest dose activity, negative = less viability, usual class: cytotoxic. 1.6% of 360,000 active;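 also: NT is the 2HG producing partner of a matched IDH1 knockdown line; potency is read from the fitted curve at half-maximal effect; 0% = DMSO-treated cells and -100% = media-only wells without cells; nearly all actives have a fitted effect of over 55% in size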
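Viability by CellTiter-Glo luminescence after 48 h compound exposure at 37C of HT-1080-NT cells (750/well, RPMI, 5% FBS). % activity scaled between DMSO wells and medium-only wells, then curve-fitted and categorized by curve class.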
MCF10A rerep: induces DNA re-replication in MCF 10a normal breast cells; AID 624296; 2.9% of 350,000 active; Potency, µM (top dose mostly 46.1 µM), inactives show at the top dose activity, positive = re-replication, usual class: activators; MCF 10A DNA re-replication, Hoechst nuclear intensity, 48 h; also: potency is read from the fitted curve at half-maximal effect; % of control where 0% means no effect; nearly all actives have a fitted effect of over 50% in size
IL-1B inflam inh: inhibitors of inflammasome signaling (IL-1 beta secretion). THP-1 LPS/ATP IL-1B secretion, AlphaLISA, 16 h; hits give low values. activity change, % at 57.5 µM. 4.7% of 360,000 active; in the data active = activity change below about -50%; inconclusive = mostly about -30% to -49%; also: % is scaled to controls: 0 for no effect and ±100 for the full control effect
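THP-1 cells pretreated 1 hr with compounds (up to 57.5 uM final), then stimulated with LPS (250 ng/mL final) plus ATP (1.25 mM final); secreted IL-1B measured by AlphaLISA after 16 hr, decreased signal indicating inhibition.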
Active calls of the source: *; ? = inconclusive; . = no result given; [ ] = remark or other dose. Unless noted, calls follow the shape of the dose curve; as a rule, active = well fitted curve in the direction sought with a large enough effect; inconclusive = small, poorly fitted or top-dose-only effect, or another doubt; inactive = no such curve, though single readings can be large; an effect the other way counts as inactive or inconclusive. Not a hit list; 12% or so of the library scored in one or more.

SMILES	ATXN2 expr inh	WRN inhibitor	HT1080 IDH1KD tx	KB-V1 MDR tox	KB-3-1 tox	SW480 rerep	HT1080NT lethal	MCF10A rerep	IL-1B inflam inh
COc1ccc(Cn2c(=O)[nH]c3cc(C(=O)NCCCN4CCCCCC4)ccc3c2=O)cc1	-20%	2%	-21%	20%	0%	-5%	?	0%	?
COc1ccc([C@H]2CC(=O)C=C(c3ccc(C)cc3)C2)cc1OC	-4%	-5%	-11%	-39%	9%	10%	4%	13%	-13
Cc1nc(C(=O)N(C)C)nn1-c1cc(Cl)cc(Cl)c1	6%	-2%	1%	?	18%	-7%	5%	251%[0.0737 µM]	-2
O=C(COc1cccc(F)c1)NNC(=O)Cc1ccc(S(=O)(=O)N2CCOCC2)s1	8%	-3%	10%	-24%	-24%	-22%	5%	1%	6
Cc1cc(Nc2ccccc2Br)n2nc(C)nc2n1	0%	-6%	-3%	14%	3%	-7%	-3%	-3%	-10
CCn1c(O)c(N=NC(=O)CNC(=O)c2ccccc2F)c2ccccc21	-1%	2%[57.1 µM]	?	?	?	2%	?	-1%	0
CC(C)(C)NC(=O)C(c1ccc(O)cc1)N(Cc1ccco1)C(=O)Cn1nnc(-c2cccs2)n1 (stereo unspecified)	0%	-6%[57.1 µM]	-22%[9.24 µM]	-10%	-1%	-3%	-9%	2%	?
COCCCn1cnc2c(c1=O)c1nc3ccccc3nc1n2-c1ccc(C)cc1	4%	-1%	-5%[9.24 µM]	-28%	9%	-15%	4%	1%	-17
COc1ccc(C(=O)OCC(=O)NCCCc2ccccc2)cc1OC	.	-5%	4%	16%	13%	-9%	5%	-4%	19
O=C1NC[C@H](Cc2ccccc2)N(C[C@@H]2CCCN2C[C@H](Cc2ccccc2)N2C[C@H](Cc3ccccc3)N(CCc3ccccc3)C(=O)C2=O)C1=O	?	-10%	?	0%	?	.	?	.	-70*
CCSc1nnc(-c2cc(Br)ccc2N)c(=O)[nH]1	9%	-16%	2%	7%	16%	-12%	11%	2%	13
Cc1cccc(OC2CCN(Cc3nc(CC4CC4)no3)CC2)c1	1%	-4%	4%	-2%	0%	-10%	0%	4%	13
CN(C)S(=O)(=O)c1cccc(C(=O)Nc2cc(Cl)cc(Cl)c2)c1	8%	-2%	?	?	-23%	11%	?	?	?
O=C(C1CCCCC1)N1C[C@@H](O)[C@H](n2cc(-c3ccc(F)cc3)nn2)C[C@@H]1c1ccccc1	-11%	0%	?	-9%	18µM*	.	?	.	-8
CCOc1ccc(OCCC(=O)OCC(=O)N2CCN(S(=O)(=O)c3ccc(C)cc3)CC2)cc1	-18%	-2%	-15%	0%	4%	11%	?	?	-73*
Cc1cc(N/C(=N\S(=O)(=O)c2ccc(F)cc2F)c2ccccc2)no1	1%	-2%	-2%	3%	-2%	0%	6%	-2%	2
COCCCNC(NC(=O)c1ccc(Cl)cc1)C(Cl)(Cl)Cl (stereo unspecified)	-20%	11%	-29%	-19%	-14%	0%	-29%	-4%	36
Nc1nccc(/C=C/c2c(Cl)cccc2Cl)n1	3%	-2%	?	?	?	?	?	?	.
CC(C)c1cccc(OCCCCN(C)C)c1	-7%	-4%	4%	-3%	9%	-11%	2%	13%	-12
COc1ccc(CNc2ncc(-c3ccc(Cl)cc3)n2C)c(OC)c1OC	-27%	5%	-5%	-4%	0%	?	-3%	?	-7
CCN1CCN(c2ccc(S(=O)(=O)N3CCCCC3)cc2NC(=O)c2cccc(C)c2)CC1	2%	-6%	4%	-27%	5%	-16%	1%	4%	?
COc1ccc(N(C(=O)c2ccncc2)S(=O)(=O)c2ccc(OC)c(OC)c2)cc1	-8%	6%	-8%	-11%	6%	-1%	-7%	-2%	0
O=C(OCC(=O)c1c[nH]c2ccccc12)c1ccc(OC(F)F)cc1	.	-3%	-19%	5%	-13%	.	2%	.	5
O=C(CCCN1C(=O)c2ccccc2C1=O)Nc1sc2c(c1C(=O)NCc1ccco1)CCC2	-9%	-3%	4%	0%	5%	-5%	2%	-1%	-15
Cc1c(CN2CCN(C)C(CCO)C2)[nH]c2c(Cl)cccc12 (stereo unspecified)	-4%	-3%	-14%	-11%	9%	-2%	-9%	?	-3
CN1CCN(NC(=O)c2cc(S(=O)(=O)N3CCOCC3)c(Cl)cc2Cl)CC1	-2%	-1%	15%	23%	7%	-4%	14%	4%	-2
CCOc1nnc(C)c2c(C)n(-c3cccc(OC)c3)nc12	0%	1%	-4%	2%	0%	0%	3%	-1%	5
O=C(NCCN1CCOCC1)c1ccc2c(c1)ncn2C1CCCC1	6%	-3%	0%	?	17%	10%	-1%	-4%	-7
CC(=O)OC1(C(C)=O)CCC2C3CC(Cl)C4=CC(=O)CCC4(C)C3CCC21C (stereo unspecified)	-14%	6%	-10%	3%	?	?	-11%	?	-24
CCOc1ccc(NC(=O)c2cc3cc4ccc(OC)cc4nc3o2)cc1	-32%	-7%	5%	2%	14%	?	16%	12µM*	-4

In a second layout: results already given.
compound: CC(C)c1cccc(OCCCCN(C)C)c1
  ATXN2 expr inh = -7%; WRN inhibitor = -4%; HT1080 IDH1KD tx = 4%; KB-V1 MDR tox = -3%; KB-3-1 tox = 9%; SW480 rerep = -11%; HT1080NT lethal = 2%; MCF10A rerep = 13%; IL-1B inflam inh = -12
compound: COc1ccc(CNc2ncc(-c3ccc(Cl)cc3)n2C)c(OC)c1OC
  ATXN2 expr inh = -27%; WRN inhibitor = 5%; HT1080 IDH1KD tx = -5%; KB-V1 MDR tox = -4%; KB-3-1 tox = 0%; SW480 rerep = ?; HT1080NT lethal = -3%; MCF10A rerep = ?; IL-1B inflam inh = -7

(further entries)
SMILES	ATXN2 expr inh	WRN inhibitor	HT1080 IDH1KD tx	KB-V1 MDR tox	KB-3-1 tox	SW480 rerep	HT1080NT lethal	MCF10A rerep	IL-1B inflam inh
Cc1noc(C)c1CSCC(=O)Nc1ccccc1N1CCCC1	13%	1%	3%	-2%	1%	-8%	3%	?	33
O=C(CSc1nnc(-c2ccc(F)cc2)o1)c1ccc2c(c1)OCCO2	7%	2%	13%	14%	20%	-3%	4%	-1%	21
Cc1no[n+]([O-])c1COc1cccc(/C=C2\N=C(c3ccccc3)OC2=O)c1	7%	0%	5%	0%	-11%	-1%	-6%	1%	-15
Cc1cc(C)cc(NC(=O)c2cc(S(=O)(=O)N3CCCC3)cn2C)c1	-1%	-2%	-5%	-16%	-14%	3%	-9%	9%	?
CS(=O)(=O)Nc1cc2c3c(c1)CCC(=O)N3CCC2	.	-5%	?	0%	6%	1%	1%	0%	2
Cc1ccc(N=C2CSC(=O)N2)cc1	3%	1%	17%	17%	-3%	-23%	12%	?	21
COc1cccc(N2CCN(C(=O)c3ccc(Cl)c(S(=O)(=O)N4CCCCCC4)c3)CC2)c1	.	8%	2%	22%	-2%	.	7%	.	16
Cc1nc(N2CCN(c3ccccc3O)CC2)c2c(-c3ccccc3)csc2n1	?	-11%	?	-9%	?	?	-27%	13µM*	-62*
CCc1nc2ccc(C(=O)NCc3ccc4c(c3)OCO4)cn2c1N(C)Cc1cccs1	?	-15%	-29%	-11%	0%	.	-18%	.	?
CCC(C)Cn1c(C(C)O)nc2ccccc21 (stereo unspecified)	-4%	-4%	-3%	2%	-11%	0%	-6%	-1%	-2
O=c1oc2ccc(Br)cc2cc1-c1nc2ccccc2o1	9%	-8%	-4%	6%	4%	-3%	8%	0%	0
CC(=O)c1ccc(NC(=O)/C(=C\c2cccs2)NC(=O)c2ccco2)cc1	.	8%	-12%	-14%	-5%	-4%	-24%	-4%	0
CCCCc1ccc(NC(=O)Nc2cccnc2)cc1	34%	1%	-17%	2%	5%	6%	0%	23%	-12
COc1ccccc1P(=O)(Cc1ccccc1)c1ccccc1 (stereo unspecified)	-9%	-8%	9%	5%	8%	-5%	5%	0%	7
Cc1cccc(C)c1OCC(=O)NNC(=O)CCNC(=O)c1ccc(Br)cc1	1%	?	-1%	15%	18%	-2%	2%	0%	0
CCCCc1c(-c2ccccc2OC)ncn1CCc1ccccc1Cl	-2%	-10%	?	18µM*	?	.	?	.	-62*
O=C(O)CC/C(=N/NC(=O)CNC(=O)Cc1ccccc1)c1ccccc1	.	-2%	6%	16%	4%	-5%	3%	5%	-13
CCOc1cc(C2Nc3ccccc3C(=O)N2c2ccccc2OC)ccc1O (stereo unspecified)	20%	-14%	20%	-21%	-14%	1%	2%	?	-2
CCOC(=O)COc1ccc(C(c2c(C)[nH][nH]c2=O)c2c(C)[nH][nH]c2=O)cc1	-7%	-1%	2%	5%	13%	1%	-3%	-15%	-21
O=C(Nc1ccc(N2CCN(C(=O)c3ccccc3)CC2)c(Cl)c1)c1cccnc1	-12%	-2%	-6%	?	-10%	3%	2%	?	-81*
CCc1nnc(NC(=O)c2ccc(Br)o2)s1	34%[activator]	-23%	10%	?	17%	0%[9.22 µM]	9%	5%	-13
COCCn1nnnc1SCC(=O)c1ccc(F)cc1	10%	2%[57.1 µM]	13%	22%	7%	-6%	17%	-7%	2
COc1ccc(S(=O)(=O)N(Cc2ccccc2)c2ccccc2C(=O)O)cc1	-19%	-25%	0%	2%	-3%	4%[9.22 µM]	-9%	4%	22
Cc1nn(C)c(C(=O)N/N=C/c2cccc3ccccc23)c1Cl	15%	3%	0%	-11%	-2%	-7%	21%	16%	-14
CCOc1ccc(NC(=O)CSc2ccc3nnc(-c4ccccn4)n3n2)cc1	2%	7%	8%	2%	0%	-18%	1%	-1%	11
CN(C)S(=O)(=O)c1cc(NC(=O)COC(=O)/C=C/c2ccco2)ccc1Cl	.	?	-2%	-6%	-4%	?	-2%	?	-17
CCOCCCNC(=O)C(NC(=O)c1cnccn1)c1ccc(C)cc1 (stereo unspecified)	1%	-2%	18%	-13%	16%	-1%	15%	0%	1

Compound activity (PubChem)
